A549 tox = Nrf2 qHTS screen for inhibitors: counterscreen for cytotoxicity; AID 504648, 2011; actives 0.16% (n = 390,000); A549 ARE-Fluc cells, CellTiter-Fluor viability, 18-24 h; Potency, µM (highest dose often 46 µM), for inactives: top-dose activity change, negative = cytotoxicity, hits mostly inhibitors; further: potency means the concentration at half of the fitted maximal effect; on the % scale 0 is the no-effect control and ±100 the full control effect
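A549 ARE-Fluc cells in 5% FBS OPTI-MEM, 5000 cells/well, rested 2 h then exposed to compounds in concentration-response for 18-24 h at 37 °C. Viability by CellTiter-Fluor fluorescence (Ex 405/Em 525) after 30 min; luciferase luminescence (BugLite, 15 min, RT) read afterwards.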
ATXN2 expr inh = Primary qHTS for Inhibitors of ATXN expression. actives 0.72% (n = 360,000). Potency, µM (highest dose often 57 µM), for the others: at the highest dose activity change, negative = inhibition, actives largely listed as inhibitors. HEK-293 ATXN2-luciferase reporter, luminescence, 24 h; further: potency means the concentration at half of the fitted maximal effect; on the % scale 0 is the no-effect control and ±100 the full control effect; nearly all actives have a fitted effect of over 55% in size
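qHTS (up to 57 uM final) was run with 24 h compound exposure of reporter cells at 37 °C. Each well was multiplexed: SteadyGlo luminescence measured ATXN2-luciferase expression after a fluorogenic Gly-Phe-AFC viability readout (25 uM final).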
MCF10A rerep = A quantitative high throughput screen for small molecules that induce DNA re-replication in MCF 10a normal breast cells; actives 2.9% (n = 350,000); MCF 10A DNA re-replication, Hoechst nuclear intensity, 48 h; Potency, µM (doses to about 46.1 µM), inactives show top-dose activity, positive = re-replication, actives largely listed as activators; further: potency means the concentration at half of the fitted maximal effect; % of control where 0% means no effect; nearly all actives have a fitted effect of over 50% in size
IL-1B inflam inh = qHTS for Inhibitors of Inflammasome Signaling: IL-1-beta AlphaLISA Primary Screen. THP-1 LPS/ATP IL-1B secretion, AlphaLISA, 16 h; hits give low values. activity change, % at 57.5 µM. actives 4.7% (n = 360,000). AID 743279, 2014; in the data active means activity change below about -50%; inconclusive means mostly about -30% to -49%; further: on the % scale 0 is the no-effect control and ±100 the full control effect
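Secreted IL-1B measured by AlphaLISA bead assay after 16 h compound exposure of THP-1 cells; compounds (final up to 57.5 uM) added 1 h before LPS (250 ng/mL) and ATP (1.25 mM) stimulation; lower signal means less secretion.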
HepG2 viability = qHTS for Inhibitors of TGF-b: Cytotox Counterscreen; HepG2 CAGA-GFP viability, ATP luminescence, 18 h; Potency, µM (doses to about 46.1 µM), for inactives: at the highest dose activity change, negative = cytotoxicity, most hits filed as cytotoxic; actives 0.76% (n = 410,000); AID 588856, 2011; further: potency means the concentration at half of the fitted maximal effect; some results filed as inactive show a strong effect at the top dose
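HepG2 CAGA-GFP cells (1000/well, DMEM with 1% FBS) received compound, then TGF-beta at 500 pg/mL final, and were incubated 18 hours at 37 degrees C. Viability was read by CellTiter-Glo luminescence. Media-only wells were set as complete cell-killing and DMSO as no toxicity.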
Nrf2 inh = Nrf2 qHTS screen for inhibitors. A549 ARE-Fluc reporter, luciferase luminescence, 18-24 h. Potency, µM (doses to about 46 µM), for the others: top-dose activity change, negative = inhibition, actives largely listed as inhibitors. actives 2.1% (n = 360,000); further: potency means the concentration at half of the fitted maximal effect; on the % scale 0 is the no-effect control and ±100 the full control effect; nearly all actives have a fitted effect of over 60% in size
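Nrf2 activity is the BugLite luminescence, read 15 min after reagent at room temperature, following CellTiter-Fluor cytotoxicity readout (30 min, 37C). Compound titrations were applied for 18-24 h to 5000 A549 ARE_Fluc cells/well in 5% FBS OPTI-MEM.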
TGFb SMAD3 inh = qHTS for Inhibitors of TGF-b. HepG2 CAGA-GFP TGF-b/SMAD3 reporter, GFP fluorescence, 18 h; TGF-beta stimulated, 500 pg/mL final. Potency, µM (doses to about 46.1 µM), inactives show at the highest dose activity, negative = inhibition, hits mostly inhibitors. actives 1.2% (n = 410,000). AID 588855, 2011; further: potency means the concentration at half of the fitted maximal effect; on the % scale 0 is the no-effect control and ±100 the full control effect; nearly all actives have a fitted effect of over 65% in size
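HEPG2 CAGA-GFP reporter cells (1000/well, DMEM with 1% FBS) received compounds, then recombinant TGF-beta at 500 pg/mL final for 18 hours at 37 degrees C. Per-cell GFP summed per well was normalised to unstimulated and stimulated DMSO controls before curve fitting.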
ATXN viability = Viability Counterscreen for Primary qHTS for Inhibitors of ATXN expression. AID 651635, 2014. S2 cells (HEK-293 line with an ATXN2-luciferase reporter) viability, CellTiter-Fluor protease fluorescence, 24 h. Potency, µM (titrated, usually from 56.7 µM), actives largely listed as cytotoxic. actives 0.49% (n = 400,000); further: potency means the concentration at half of the fitted maximal effect; nearly all actives have a fitted effect of over 40% in size
Nrf2 ARE act = qHTS of Nrf2 Activators; AREc32 ARE-luciferase reporter (MCF7-derived line), luminescence, 24 h; Potency, µM (doses to about 46.1 µM), for the others: at the top dose activation, hits mostly activators; AID 624171, 2012; actives 0.31% (n = 410,000); further: potency means the concentration at half of the fitted maximal effect; % of control where 0% means no effect; nearly all actives have a fitted effect of over 65% in size
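Luminescent ARE reporter assay in AREc32_Fluc cells: overnight plating at 37 deg C, 24 hr compound incubation, Steady-Glo added, 30 min RT before reading.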
* marks the source's active call; other numbers are inactive results; i = inactive; u = inconclusive; x = no result given; [ ] = dose if it differs, or a comment. Unless noted, the call rests on the fitted dose curve; in most records, active means well fitted curve in the direction sought with a large enough effect; inconclusive means small, poorly fitted or top-dose-only effect, or another doubt; inactive means no such curve, though single readings can be large; an effect the other way counts as inactive or inconclusive.

SMILES	A549 tox	ATXN2 expr inh	MCF10A rerep	IL-1B inflam inh	HepG2 viability	Nrf2 inh	TGFb SMAD3 inh	ATXN viability	Nrf2 ARE act
COc1ccccc1NC(=O)CSc1nnc(COc2ccccc2C)o1	1%	36%	-6%	19	8%	-1%	1%	i	0.1%
Cc1ccc(C(C)NC(=O)C2CCCC2)cc1C (stereo not given)	5%	x	-8%	3	-2%	-19%	10%	i	-1.3%
NC(CCc1ccccc1)c1csc(NC(=O)Nc2cccc(Cl)c2)n1 (stereo not given)	x	20µM*	x	-61*	16µM*	x	u	28µM*	-0.9%
CC(=Cc1ccccc1)C=C1SC(=S)N(CCCC(=O)Nc2ccc(C(=O)O)c(O)c2)C1=O	x	47%[activator]	x	0	-3%	x	u	i	5.6%
O=C(Nc1ccn(Cc2ccccc2)n1)c1ccc(F)cc1	0%	28%	-8%	-13	-1%	u	-2%	i	-0.5%
CC1CN(C(=O)COC(=O)c2cc(=O)c3ccccc3o2)CC(C)O1 (stereo not given)	0%	-6%	-3%	15	-3%	14%	13%	i	0.2%
Cc1c(N(C)S(=O)(=O)c2ccc(Cl)c(C(=O)NCC(C)(C)N3CCOCC3)c2)c(=O)n(-c2ccccc2)n1C	-5%	1%	2%	17	-14%	0%	-1%	i	0.1%
O=c1cnnc(Nc2ccc(F)cc2)[nH]1	-7%	2%	3%	16	0%	-4%	-1%	i	-0.5%
O=[N+]([O-])c1ccc(F)cc1Oc1nc(-c2cccnc2)nc2ccccc12	-8%	-23%	u	5	-14%	u	-27%	i	26%
O=C(c1ccc(S(=O)(=O)NCc2ccco2)cc1)N1CCN(c2ccccc2)CC1	-7%	3%	4%	-1	-11%	u	-2%	i	0.2%
CCN(CC)Cc1c(C(=O)N/N=C/c2ccncc2)nnn1-c1nonc1N	10%	-5%	-12%	44	10%	-15%	0%	i	0.6%[9.22 µM]
CC(C)Cc1cc(CN2CCC(CO)(Cc3cccc(C(F)(F)F)c3)CC2)[nH]n1	-7%	-17%[11.3 µM]	29%	-82*	16µM*	8%	u	i	5.5%
CCC(C)NC(=O)c1c(-c2cc(Cl)c(OC)c(Cl)c2)noc1C (stereo not given)	11%	-14%	20%	-8	-36%	-13%	-11%	i	-1.2%
O=C(Nc1ccc2c(c1)CCC2)C1COc2ccccc2O1 (stereo not given)	12%	69%[activator]	21%	2	2%	u	0%	i	3.7%
O=C(CN1C(=O)c2cccnc2C1=O)c1ccccc1	-3%	15%	3%	7	5%	3%	-5%	i	-0.1%
Cc1ccc(-c2[nH]nc3c2C(c2ccc(OC(=O)N4CCOCC4)cc2)C(C#N)=C(N)O3)cc1 (stereo not given)	-2%	-7%	u	-7	-2%	x	-15%	i	4.8%
CCOC(=O)c1c(C)oc2nc(C)nc(Nc3ccc(CC)cc3)c12	15%	12%	x	x	12%	7%	12%	i	0.6%
C/C(=N\Nc1cc(C)nc(-c2ccccc2)n1)c1cccc([N+](=O)[O-])c1	7%	-30%	0.73µM*	-29	-17%	u	-20%	u	0.0%
CC(=O)N1CCc2cc(C(=O)CN3CCN(c4cccc(Cl)c4)CC3)ccc21	0%	-6%	-4%	15	-4%	-25%	1%	i	3.8%
COc1ccc(S(=O)(=O)NCCN2CCOCC2)c2ccccc12	4%	3%	-3%	15	4%	1%	1%	i	-0.4%
OC(CNC1Cc2ccccc2C1)COc1ccc(Cl)cc1 (stereo not given)	4%	-4%	13%	-7	-24%	u	1%	i	3.2%
CC(=O)C1=C(c2ccccc2)N(C(C)=O)n2c(C)nnc2S1	-7%	u	u	-97*	-83%	-7%	u	u	u
CC1CCCCC1NC(=O)c1cn(C)c2ccc(S(=O)(=O)N3CCCC3)cc2c1=O (stereo not given)	-5%	3%	4%	u	-5%	-26%	16%	i	-0.8%
O=C1NC(=Nc2ccc(Cl)cc2)SC1Cc1cccc(Cl)c1Cl (stereo not given)	16%	-15%	u	-4	-3%	u	26%	i	1.6%
Cc1ccccc1CS(=O)(=O)Cc1ccc(C(=O)N2CCOCC2)o1	-1%	1%	1%	10	-14%	-11%	3%	i	0.1%
CN(C(=O)OC(C)(C)C)c1ccc(-c2nc3ccccc3s2)cc1	11%	-76%	17%	x	-28%	u	u	i	-1.8%
CCCC(=O)Nc1ccc2c(c1)C(=O)N(CCC(=O)O)C2=O	9%	12%	-7%	11	5%	x	33%[activator]	i	0.0%
CSc1ccccc1OCc1cc(C(=O)NCCn2ccnc2C)no1	-2%	-5%	15%	0	-1%	-5%	1%	u	-0.2%
N=C1/C(=C/c2ccc(OCc3ccccc3)cc2)C(=O)N=C2SC(CC(=O)N3CCOCC3)=NN12	-6%	25%	18%	32	-3%	4%	7%	i	2.7%
CC(OC(=O)CN1C(=O)c2ccccc2C1=O)C(=O)N(C)c1ccccc1 (stereo not given)	1%	0%	2%	11	14%	6%	5%	i	-0.6%
O=C1CCCc2cc3c(cc21)CCCC3	0%	4%	-2%	-12	-7%	1%	-3%	i	-0.2%
CSc1nc(=O)c2c(n1C)NC(=O)CC2c1cc(F)cc(F)c1 (stereo not given)	3%	6%	x	x	-6%	-1%	0%	i	-0.1%
CN(CC(=O)NCC1CCCO1)S(=O)(=O)c1ccc(Br)cc1 (stereo not given)	-2%	5%	-2%	0	4%	-7%	-8%	i	0.4%
O=C(NCCNC(=O)c1ccccn1)c1ccc(-c2ccccc2)cc1	8%	-10%	-2%	-1	-2%	-27%	8%	i	3.6%
COc1ccc(OCc2n[nH]c(=S)n2Cc2ccco2)cc1	-3%	x	28%	5	0%	-16%	-19%	i	5.9%
Cc1nc(SCC(=O)c2ccccc2)[nH]c(=O)c1Oc1ccc(Cl)cc1	7%	-4%	u	-13	-43%	-9%	0%	i	0.0%

Brought forward from above: 5 entries, then new ones.
SMILES	A549 tox	ATXN2 expr inh	MCF10A rerep	IL-1B inflam inh	HepG2 viability	Nrf2 inh	TGFb SMAD3 inh	ATXN viability	Nrf2 ARE act
CSc1nc(=O)c2c(n1C)NC(=O)CC2c1cc(F)cc(F)c1 (stereo not given)	3%	6%	x	x	-6%	-1%	0%	i	-0.1%
CN(CC(=O)NCC1CCCO1)S(=O)(=O)c1ccc(Br)cc1 (stereo not given)	-2%	5%	-2%	0	4%	-7%	-8%	i	0.4%
O=C(NCCNC(=O)c1ccccn1)c1ccc(-c2ccccc2)cc1	8%	-10%	-2%	-1	-2%	-27%	8%	i	3.6%
COc1ccc(OCc2n[nH]c(=S)n2Cc2ccco2)cc1	-3%	x	28%	5	0%	-16%	-19%	i	5.9%
Cc1nc(SCC(=O)c2ccccc2)[nH]c(=O)c1Oc1ccc(Cl)cc1	7%	-4%	u	-13	-43%	-9%	0%	i	0.0%
COc1ccc(-c2cc(C(=O)c3c(N)n(C)c(=O)n(C)c3=O)c3ccccc3n2)cc1	-7%	x	3%	-2	-51%	19%	u	u	3.6%
O=C(COC(=O)c1ccccc1OCc1ccccc1Cl)NC1CC1	-6%	0%	-5%	-18	-17%	-12%	-4%	i	0.1%
CCCCC(=O)NC(c1ccc(N(CC)CC)cc1)c1ccc2cccnc2c1O (stereo not given)	0%	2.8µM*	u	136	-47%	u	u	i	-0.8%
CN(C)Cc1c(C(=O)N/N=C/c2ccc(OCc3ccc(F)cc3)cc2)nnn1-c1nonc1N	6%	-13%	7%	-6	-2%	1%	-2%	i	2.1%
COc1cccc(NC(=O)c2cn(C3CCCCC3)c(=O)c3c2c2ccccc2n3C)c1	-4%	x	x	x	1%	-3%	1%	x	-1.0%
COc1ccc(S(=O)(=O)N2CCCCCC2)cc1	-8%	-3%	-4%	-7	-6%	-14%	0%	i	-0.4%
C[C@H]1CN([C@@H](C)CO)S(=O)(=O)c2ccc(C#CC3(O)CCCC3)cc2O[C@@H]1CN(C)C(=O)Cc1cccnc1	x	4%	x	30	4%	x	2%	i	-0.6%
O=C(Nc1ccccc1C(F)(F)F)C1CCN(C(=O)Cc2ccccc2)CC1	-12%	13%	5%	0	-3%	3%	-3%	i	-0.9%
NNc1nc2c(-c3ccc(Cl)cc3)nnn2c2ccccc12	-4%	17%	5.8µM*	2	-24%	-10%	0%	i	8.0%
CC(C)COC(=O)Cn1cnc2ccc(Br)cc2c1=O	-4%	19%	0%	10	1%	13%	6%	i	-0.4%
CCOc1ccccc1OCCCC(=O)NCCc1ccc(S(N)(=O)=O)cc1	0%	-10%	-5%	-9	2%	-28%	-1%	i	0.1%
COC(=O)CNC(=O)COC(=O)Cc1ccc(Cl)cc1	-6%	-21%	-2%	16	24%	5%	11%	i	0.2%
COC(=O)/C(C#N)=C1/SC=C(C)N1c1ccccc1	7%	-6%	-3%	26	11%	x	-2%	i	-0.2%
OCCN(CCO)CC(O)COCCC12CC3CC(CC(C3)C1)C2 (stereo not given)	14%	0%	23%	-29	0%	x	14%	i	-0.6%
C=CCN1[C@H](COCc2ccccc2)C=CS1(=O)=O	x	-1%	x	-23	0%	x	19%	i	-0.2%
CSc1n[nH]c(-c2ccc(C(F)(F)F)cc2)n1	-7%	46%[activator]	17%	30	-31%	-3%	-9%	i	4.4%
CCCNC(=O)C1(C)CCN(C(=O)c2cc(F)ccc2C)C1 (stereo not given)	x	-2%	x	34	8%	x	33%	i	-0.6%[9.22 µM]
CCOC(=O)N1CCN(Cc2nc(-c3cccc(C)c3)no2)CC1	-4%	12%	1%	24	-24%	14%	-23%	i	2.6%
COc1ccc(Cl)cc1NC(=O)CSc1nnc2[nH]c(=O)cc(-c3ccccc3)n12	-13%	x	x	x	4%	x	4%	x	0.4%

High-throughput results (PubChem BioAssay)
